Assay outcomes deposited in PubChem BioAssay by several laboratories.
Neddylation inh: inhibitors of cullin neddylation, primary screen, biochemical, TR-FRET, uHTS, NAE and Ubc12 | AID 651699, 2012 | actives 0.58% (n = 360,000) | calls only at 25 µM; in the data active = inhibition above about 36%
SKN-1 inh: suppressors of acrylamide-induced Pgst-4::GFP reporter in worms, primary screen, SKN-1 inhibitor project, whole organism, uHTS, GFP/RFP fluorescence ratio, strain VP596 | actives 0.49% (n = 360,000) | inhibition, % at 21.8 µM | AID 624304, 2012 | C. elegans VP596 Pgst-4::GFP/RFP ratio, 24 h;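 active = interference check ratio from 0.5 to 1.5 plus GFP to RFP signal ratio inhibition reaching or exceeding a fixed threshold, cut at about 30% in these data, passing the limit was not always enough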; note: some compounds called inactive have numbers as strong as hits
eLon inh: inhibitors of E. coli Lon protease, primary screen, biochemical, fluorescence polarization | P0A9M0 | purified E. coli Lon protease | inhibition, % at 7.94 µM | actives 0.42% (n = 360,000) | AID 602123, 2011; in the data active = inhibition above about 13%, passing the limit was not always enough;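 note: 0% = enzyme with probe and DMSO and 100% = no enzyme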
FAS-TE inh: FAS thioesterase domain inhibitors, primary screen, biochemical, fluorescence intensity, uHTS. recombinant FAS-TE, OMFH fluorogenic substrate, fluorescence endpoint. inhibition, % at 15 µM. actives 0.67% (n = 360,000);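 active = compounds whose normalised, plate-corrected inhibition of enzyme fluorescence in the single-dose primary screen is 50% or more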;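 note: 0% = DMSO with enzyme and 100% = substrate without enzyme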
MLLE-PAM2 inh: inhibitors of PABP1 MLLE–PAM2 peptide binding, primary screen, biochemical, fluorescence polarization, FITC-PAM2, GST-MLLE; Polyadenylate-binding protein 1 (Homo sapiens), P11940; inhibition, % at 20 µM; actives 0.36% (n = 360,000); in the data active = inhibition above about 35%, passing the limit was not always enough;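 note: plate controls were DMSO wells with GST-MLLE for no effect and wells lacking GST-MLLE protein for full effect; some results filed as inactive read as strong as hits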
Target sequence (P11940 whole entry, looked up): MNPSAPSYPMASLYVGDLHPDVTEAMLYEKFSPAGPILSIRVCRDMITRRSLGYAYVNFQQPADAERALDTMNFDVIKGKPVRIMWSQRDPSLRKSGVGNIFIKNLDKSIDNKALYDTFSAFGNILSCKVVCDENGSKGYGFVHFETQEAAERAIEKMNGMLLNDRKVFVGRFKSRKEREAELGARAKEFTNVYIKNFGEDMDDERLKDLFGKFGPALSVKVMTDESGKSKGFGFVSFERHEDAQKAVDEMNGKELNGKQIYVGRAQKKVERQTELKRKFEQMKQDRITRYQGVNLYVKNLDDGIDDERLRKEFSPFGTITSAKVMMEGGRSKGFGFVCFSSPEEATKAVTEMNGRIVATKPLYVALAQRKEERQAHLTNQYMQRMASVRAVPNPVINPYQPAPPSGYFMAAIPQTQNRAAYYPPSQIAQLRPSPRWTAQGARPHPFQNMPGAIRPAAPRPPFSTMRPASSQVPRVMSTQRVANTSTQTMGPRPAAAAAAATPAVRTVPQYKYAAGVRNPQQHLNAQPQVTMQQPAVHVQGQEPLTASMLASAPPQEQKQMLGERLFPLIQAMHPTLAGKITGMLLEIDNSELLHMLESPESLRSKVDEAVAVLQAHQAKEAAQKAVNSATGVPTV
MsrA act: bovine MsrA enzyme activators, primary screen, biochemical, absorbance, HTS; AID 602163, 2012; Methionine sulfoxide reductase A (Bos taurus); purified bovine MsrA, absorbance read-out; actives 0.3% (n = 360,000); activation, % at 10.6 µM; in the data active = activation above about 7.5%;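 note: 0% = vehicle and 100% = reference activator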
MT1-MMP act inh: blockers of MT1-MMP proenzyme processing, primary screen, HT1080 RFP-PRO-GFP cells, GFP/RFP fluorescence; Matrix metalloproteinase-14 (Homo sapiens), P50281; GFP/RFP ratio fluorescence, overnight; percent of plate control window, DMSO zero; GFP/RFP ratio change, % at 20 µM; actives 0.061% (n = 360,000); AID 651647, 2012;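 active = GFP/RFP ratio change of at least 30% with cell ATP level not reduced by more than half and red fluorescence within 50% of control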; note: strong numbers were not always called active
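Assay system: HT1080 RFP-PRO-GFP cells. Benchmarks: DMSO vehicle wells and RFP-L50D-GFP reporter cell wells. Times: overnight cell settling, then overnight compound exposure, 37 °C, 5% CO2. Compound: 20 µM single dose, 1% DMSO. Read-out basis: GFP/RFP fluorescence ratio.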
Rin1-Abl PPI inh: inhibitors of Rin1-Abl protein binding, primary screen, biochemical, TR-FRET | inhibition, % at 7.35 µM | actives 0.4% (n = 360,000); in the data active = inhibition above about 5%, passing the limit was not always enough
NRP1-CendR mod: modulators of CendR peptide binding to NRP-1, primary screen, biochemical, fluorescence polarization, uHTS | Neuropilin-1 (Homo sapiens), O14786 | AID 602438, 2012 | actives 0.85% (n = 360,000) | FAM-RPARPAR peptide binding to NRP-1 | inhibition, % at 25 µM;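 active = inhibition or corrected inhibition above about 18%, plus a signal ratio from 0.5 to 1.5, limit read from the data, passing the limit was not always enough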; note: strong numbers were not always called active
Numbers without * were called inactive; i = inactive; . = not tested or not shown; & = joins results of further samples.

(1) Cc1ccc(OCC(=O)Nc2ccc3c(c2)C(=O)NC3=O)cc1
(2) O=C(Nc1ccc(F)cc1)C1CCC(CNc2c(N3CCCCC3)c(=O)c2=O)CC1 (configuration not stated)
(3) CCOC(=O)c1cc(S(=O)(=O)N2CCN(c3ccccc3OC)CC2)cn1C
(4) Cc1cccc(OCC(=O)NNS(=O)(=O)c2ccccc2F)c1
(5) COC(=O)[C@@]12CCCN1[C@H](c1ccc(-c3ccc(OC)cc3)c(OC)c1)[C@H]1C(=O)N(C)C(=O)[C@H]12
(6) CCCCOC(=O)Nc1ccc(C(N)=O)cc1

assay / compound	1	2	3	4	5	6
Neddylation inh	i	i	i	i	i	i
SKN-1 inh	12	-7	-5	-14	23	18
eLon inh	0	-1	-11	-11	-5	-7
FAS-TE inh	-4	-4	6	-8	1	-4
MLLE-PAM2 inh	16	1	-4	2	4	4
MsrA act	-2	-8	0	-4	-2	-5
MT1-MMP act inh	-3	4	-1	-2	1	2
Rin1-Abl PPI inh	-4	-3	4	3	1	-1
NRP1-CendR mod	-1	11	7	-4	-2	10

(7) CCOc1ccc(S(=O)(=O)N2CCN(CCNS(=O)(=O)c3ccc(C)cc3)CC2)cc1
(8) Cc1cc(C)cc(N(C(=O)c2ccccn2)C(C(=O)NC2CCCCC2)c2ccncc2)c1 (configuration not stated)
(9) CC(C)c1cccc(C(C)C)c1NC(=O)CN(C)C1CCS(=O)(=O)C1 (configuration not stated)
(10) OCCCc1nc2ccccc2[nH]1
(11) O=C(CSc1nnc(C2COc3ccccc3O2)o1)Nc1nccs1 (configuration not stated)
(12) CC(C)CCNC(=O)C1(c2cccs2)CCOCC1

assay / compound	7	8	9	10	11	12
Neddylation inh	i	i	i	i	i	i
SKN-1 inh	6	9	-3	6	16	-14
eLon inh	-8	15	-18	-2	2	4
FAS-TE inh	12	-2	-7	-4	-2	-2
MLLE-PAM2 inh	-2	9	-6	-2	-2	1
MsrA act	-2	-8	0	-1	0	-10
MT1-MMP act inh	-2	2	-1	-1	6	-3
Rin1-Abl PPI inh	-2	3	0	3	-1	-1
NRP1-CendR mod	-5	2	5	2	-1	-6

(13) C[C@H](CO)N1C[C@H](C)[C@@H](CN(C)C(=O)Nc2ccc(C(F)(F)F)cc2)Oc2ccc(NC(=O)Nc3ccc4c(c3)OCO4)cc2C1=O
(14) Cc1ccccc1OCCC(=O)OCC(=O)Nc1c(F)cccc1F
(15) Cc1ccc(NC(=S)NNc2ccc(C(=O)O)cc2[N+](=O)[O-])cc1C
(16) O=C(/C=C/c1ccccc1)Nc1ccc2c(c1)OCCO2
(17) CSc1ncccc1C(=O)OCC(=O)NCc1ccccc1
(18) N#C/C(=C\c1coc2ccccc2c1=O)C(N)=S

assay / compound	13	14	15	16	17	18
Neddylation inh	i	i	i	i	i	i
SKN-1 inh	17	17	-16	-10	21	12
eLon inh	-3	13	8	-2	-8	-11
FAS-TE inh	16	-3	-5	-1	-1	4
MLLE-PAM2 inh	-7	-9	-17	10	1	-45
MsrA act	-4	-5	-5	-1	-4	-3
MT1-MMP act inh	8	7	10	5	3	-15
Rin1-Abl PPI inh	-2	4	-1	-1	0	-5
NRP1-CendR mod	-4	5	11	-2	12	-73

(19) C[C@@H]([C@@H](O)c1ccccc1)N(C)C(=O)C(N)Cc1ccccc1 (some centres not stated)
(20) CSCC[C@H](NC(=O)N1CCn2c1nc1ccccc12)C(=O)N1CCCCC1
(21) CC1(C)CC(Cc2ccc(C(F)(F)F)cn2)N(C(=O)OC(C)(C)C)C1 (configuration not stated)
(22) Cc1cc(C)cc(NC2=C(N)C(=O)c3ccccc3C2=O)c1
(23) Cc1nc2c(-c3ccccc3)c(C)[nH]n2c(=O)c1Cl
(24) CCOC(=O)C1CCCN(C(=O)c2cc(F)cc(F)c2)CC1 (configuration not stated)

assay / compound	19	20	21	22	23	24
Neddylation inh	i	i	i	i	.	i
SKN-1 inh	1	1	2	12	-1	13
eLon inh	6	-9	.	6	1	-18
FAS-TE inh	-6	6	.	-2	-5	-1
MLLE-PAM2 inh	0	-1	.	16	12	-9
MsrA act	0	-1	.	-1	-3	-2
MT1-MMP act inh	17	7	2	-2	6	0
Rin1-Abl PPI inh	0	0	.	1	-2	-1
NRP1-CendR mod	3	14	-14	4	-8	-2

(25) Cc1cccc(NC(=O)c2ccc([N+](=O)[O-])cc2Cl)n1
(26) CNNC(=O)C(C)NC(=O)c1ccc(Br)cc1 (configuration not stated)
(27) CC1CCCN(C(=O)c2ccc3c(c2)OCO3)C1 (configuration not stated)
(28) CC(C)OC(=O)c1c2c(n3ccccc13)C(=O)c1ccccc1C2=O
(29) CCc1nnc(NC(=O)CN2CCCC(C)C2)s1 (configuration not stated)
(30) CNC(=O)c1nc(C)n(-c2ccc(Cl)cc2Cl)n1

assay / compound	25	26	27	28	29	30
Neddylation inh	i	i	i	i	i	i
SKN-1 inh	2	4	-7	55	0	-4
eLon inh	-5	2	-7	-3	1	-11
FAS-TE inh	-7	-8	-1	-109	-7	-5
MLLE-PAM2 inh	19	-2	1	i	-1	-2
MsrA act	0	0	-12	0	-1	2
MT1-MMP act inh	4	3	0	-68	0	0
Rin1-Abl PPI inh	-1	5	1	-2	2	4
NRP1-CendR mod	5	-15	-4	136	-1	9

(31) COC(=O)Cn1c2ccc(C)cc2c2nc(C)sc21
(32) Cc1ccc(NS(=O)(=O)c2ccc(C(=O)N3CCC3)cc2)cc1
(33) O=C(c1cc2nc(-c3cccs3)cc(C(F)(F)Cl)n2n1)N1CCCc2ccccc21
(34) Cc1ccc(NC(=S)N/N=C2/CCCc3c(C)cc(C)cc32)cc1
(35) COc1ccc(-n2ncc3c2CC(C)(C)CC3NC(=O)CCn2cncn2)cc1 (configuration not stated)
(36) CCOC(=O)NC(=O)C(=CNc1ccc(C)cc1)C(=O)NC(=O)OCC

assay / compound	31	32	33	34	35	36
Neddylation inh	i	i	.	i	i	i
SKN-1 inh	8	14	12	8	19	-5
eLon inh	-2	-2	-2	-8	-6	-13
FAS-TE inh	-5	-4	28	-6	-3	-9
MLLE-PAM2 inh	14	0	-4	31	3	7
MsrA act	-4	-2	-2	-2	0	-10
MT1-MMP act inh	0	1	-2	0	0	0
Rin1-Abl PPI inh	2	-1	-2	-5	0	2
NRP1-CendR mod	-6	-8	3	10	4	3

(37) COc1ccc(/C=N/n2c(=S)n(C)c3ccccc32)cc1OC
(38) COc1ccc([C@H]2/C=C\CN(S(=O)(=O)c3ccc4ccccc4c3)[C@@H](C)C(=O)N2Cc2ccc(F)cc2)cc1
(39) COC(=O)c1c(N)sc2c1CC(C)(C)OC2
(40) Nc1nc2ccc(Oc3ccccc3)cc2s1
(41) COc1ccc(N(CC(=O)Nc2ccc(F)cc2)S(=O)(=O)c2ccccc2[N+](=O)[O-])c(OC)c1
(42) CC[C@@H]1CC2=C(C(=O)OC(C)(C)O2)[C@@H](CC)O1

assay / compound	37	38	39	40	41	42
Neddylation inh	i	i	i	i	i	i
SKN-1 inh	8	4	19	6	8	-5
eLon inh	0	2	5	0	-1	-3
FAS-TE inh	-18	46	-4	-3	20	-8
MLLE-PAM2 inh	-107	17	16	-13	-8	.
MsrA act	-2	-5	-5	-1	-4	1
MT1-MMP act inh	3	-9	-3	0	-3	5
Rin1-Abl PPI inh	1	2	-6	0	-2	.
NRP1-CendR mod	8	24	-3	-1	0	0

(43) O=C1C(=O)c2c(ccc3ccccc23)-c2ccccc21
(44) COc1cccc(CN2C(=O)CCC2(C)C(=O)NC2CCCCCC2)c1 (configuration not stated)
(45) Cn1c(=O)c2cc(NC(=S)NC3CCCCC3)ccc2n1C/C=C/c1ccccc1
(46) COCCn1nnnc1C1(N(Cc2cc3cc(C)ccc3[nH]c2=O)CC2CCCO2)CCN(C)CC1 (configuration not stated)
(47) COc1ccccc1N(CC(=O)Nc1ccccc1C(=O)NC(C)C)S(C)(=O)=O
(48) O=C(C(Sc1ccccc1)c1ccc(Br)cc1)N1CCOCC1 (configuration not stated)

assay / compound	43	44	45	46	47	48
Neddylation inh	i	i	.	i	i	i
SKN-1 inh	-1	-4	20	12	-2	-13
eLon inh	-20	-2	2	-5	4	8
FAS-TE inh	0	-8	11	-6	-7	4
MLLE-PAM2 inh	-10	11	-49	5	-1	7
MsrA act	12*	0	-2	-2	4	-2
MT1-MMP act inh	1	1	5	-3	2	-9
Rin1-Abl PPI inh	-1	1	-4	2	0	4
NRP1-CendR mod	20	-32	-12	6	0	5

(49) CC(C)C(=O)NC(c1ccc([N+](=O)[O-])cc1)c1c(O)ccc2ccccc12 (configuration not stated)
(50) C(#Cc1ccccc1)CN1CCN(c2ccccn2)CC1
(51) COc1ccc(CCNC(=O)Nc2ccc3c(c2)c(=O)n(C)n3C)cc1OC
(52) CCCc1nc2oc3cc(OC)ccc3c(=O)c2c(=O)n1CCc1ccccc1
(53) CC(C)NC(=O)COC(=O)c1cc(=O)[nH]c2ccccc12
(54) Cc1ccc(N=Cc2cc(C)n(C3CCCC3)c2C)cc1

assay / compound	49	50	51	52	53	54
Neddylation inh	i	i	.	i	i	i
SKN-1 inh	13	-16&-3	0	-5	-4	4
eLon inh	5	-10&-7	7	-2	8	-12
FAS-TE inh	17	-2&0	-5	5	-6	-10
MLLE-PAM2 inh	22	2&-9	5	4	-7	5
MsrA act	-3	0&-1	-1	-4	-2	-4
MT1-MMP act inh	-2	0&7	-3	-2	4	-3
Rin1-Abl PPI inh	-1	3&1	0	-2	-6	2
NRP1-CendR mod	-11	-5&19	0	-16	-2	-3

(55) CC(C)CC(NC(=O)C(CC(C)C)NC(=O)OC(C)(C)C)C(N)=O (configuration not stated)
(56) CCOC(=O)Nc1ccc2c(c1)nc(CN1CCCCC1)n2C
(57) CC1c2cccn2CCN1S(=O)(=O)c1ccc(F)cc1 (configuration not stated)
(58) CCCN(Cc1ccc(N(CC)CC)cc1)CC1CC1
(59) CCc1cc2cc3c(cc2nc1SCC(=O)N1CCN(C(=O)c2ccco2)CC1)OCO3

assay / compound	55	56	57	58	59
Neddylation inh	i	i	i	i	i
SKN-1 inh	-15	0	5	9	-21
eLon inh	-4	-4	-1	-1	-13
FAS-TE inh	-6	-5	-1	-6	-5
MLLE-PAM2 inh	2	6	26	8	-6
MsrA act	-2	-10	-2	-2	-11
MT1-MMP act inh	-4	-1	-9	7	-4
Rin1-Abl PPI inh	4	-3	-2	0	0
NRP1-CendR mod	6	5	16	-4	-31
